Assay outcomes deposited in PubChem by National Center for Advancing Translational Sciences (NCATS).
EPAC1 antag: blocks human EPAC1 exchange factor. AID 720709. Potency, µM (titrated, usually from 115 µM), for the others: top-dose activity change, negative = inhibition, most hits filed as inhibitors. EPAC1 GEF assay, Rap1b-BODIPY-GDP exchange fluorescence. 0.14% of 360,000 active. O95398;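 also: potency is read from the fitted curve at half-maximal effect; plate controls were vehicle for no effect and positive control for full effect; nearly all actives have a fitted effect of over 50% in size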
PI5P4K alpha inh: PI5P4K alpha (human) kinase inhibition; PI5P4Kalpha enzyme, ADP-Glo luminescence, 60 min; active compounds read low; max response, %; 1.2% of 330,000 active; active = max response of -50% or lower; inconclusive = between -30% and -50%; inactive = -30% or higher; also: value at the top dose of about 77 µM; % is scaled to controls: 0 for no effect and ±100 for the full control effect
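Compounds were pin-transferred onto PI5P4Kalpha and substrate in HEPES pH 7.4 buffer with EGTA, CHAPS and 5% DMSO. ATP (5 microM final) started the reaction, which ran 60 minutes at room temperature before ADP-Glo detection.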
EPAC2 antag: blocks human EPAC2 exchange factor | Q8WZA2 | EPAC2 GEF exchange of Rap1B-BODIPY-GDP, fluorescence | Potency, µM (top dose mostly 114 µM), for the others: at the highest dose activity, negative = inhibition, actives largely listed as inhibitors | 0.18% of 360,000 active | AID 720708; also: potency is read from the fitted curve at half-maximal effect; % is scaled to controls: 0 for no effect and ±100 for the full control effect; nearly all actives have a fitted effect of over 45% in size; many of its hits are not listed in these tables
PLK1 PBD inh: blocks phosphopeptide binding to human PLK1 polo-box domain; 2.8% of 360,000 active; P53350; Plk1 PBD binding of FITC phosphopeptide, fluorescence polarization; Potency, µM, for inactives: max response, negative = inhibition, most hits filed as inhibitors; AID 720504; also: potency is read from the fitted curve at half-maximal effect; series mostly up to about 57 µM; % is scaled to controls: 0 for no effect and ±100 for the full control effect; nearly all actives have a fitted effect of over 65% in size
MmCpn inh: inhibitors of Methanococcus maripaludis chaperonin (MmCpn); purified Mm-Cpn ATPase, ADP Transcreener TR-FRET; Potency, µM (series often up to 76.9 µM), without a hit: top-dose activity, negative = inhibition, actives largely listed as inhibitors; 0.031% of 330,000 active; AID 504842; also: potency is read from the fitted curve at half-maximal effect; % is scaled to controls: 0 for no effect and ±100 for the full control effect; nearly all actives have a fitted effect of over 80% in size
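Measured: ADP formation by purified Mm-CPN. Conditions: 25 nM protein, 10 uM ATP, Tris pH 7.4 with Mg2+, K+ and DTT, 37°C for 30 min. Detection: Transcreener HTRF after 30 min at room temperature.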
CCT modulator: changes cytosolic chaperonin activity. activity change, % (concentration not given with the values), hits read low. purified chaperonin ATPase assay, HTRF ADP detection, 30 min. 0.3% of 360,000 active; in the data active = activity change below about -30%; also: % is scaled to controls: 0 for no effect and ±100 for the full control effect
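ATPase activity: ADP formed was measured by HTRF Transcreener (665/615 nm ratio) after 30 min at 37 deg C with 10 uM ATP. Compounds screened at one 76 uM concentration against 40 or 20 nM TRiC in Tris pH 7.4/KCl/MgCl2/DTT buffer.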
WRN inhibitor: WRN helicase (human) inhibition; WRN helicase unwinding, fluorescent forked duplex, kinetic; AID 651768; Potency, µM (top dose mostly 114 µM), for inactives: top-dose activity change, negative = inhibition, hits mostly inhibitors; Q14191; 0.46% of 360,000 active; also: potency is read from the fitted curve at half-maximal effect; % is scaled to controls: 0 for no effect and ±100 for the full control effect; nearly all actives have a fitted effect of over 55% in size
Target sequence (Q14191 whole entry, looked up): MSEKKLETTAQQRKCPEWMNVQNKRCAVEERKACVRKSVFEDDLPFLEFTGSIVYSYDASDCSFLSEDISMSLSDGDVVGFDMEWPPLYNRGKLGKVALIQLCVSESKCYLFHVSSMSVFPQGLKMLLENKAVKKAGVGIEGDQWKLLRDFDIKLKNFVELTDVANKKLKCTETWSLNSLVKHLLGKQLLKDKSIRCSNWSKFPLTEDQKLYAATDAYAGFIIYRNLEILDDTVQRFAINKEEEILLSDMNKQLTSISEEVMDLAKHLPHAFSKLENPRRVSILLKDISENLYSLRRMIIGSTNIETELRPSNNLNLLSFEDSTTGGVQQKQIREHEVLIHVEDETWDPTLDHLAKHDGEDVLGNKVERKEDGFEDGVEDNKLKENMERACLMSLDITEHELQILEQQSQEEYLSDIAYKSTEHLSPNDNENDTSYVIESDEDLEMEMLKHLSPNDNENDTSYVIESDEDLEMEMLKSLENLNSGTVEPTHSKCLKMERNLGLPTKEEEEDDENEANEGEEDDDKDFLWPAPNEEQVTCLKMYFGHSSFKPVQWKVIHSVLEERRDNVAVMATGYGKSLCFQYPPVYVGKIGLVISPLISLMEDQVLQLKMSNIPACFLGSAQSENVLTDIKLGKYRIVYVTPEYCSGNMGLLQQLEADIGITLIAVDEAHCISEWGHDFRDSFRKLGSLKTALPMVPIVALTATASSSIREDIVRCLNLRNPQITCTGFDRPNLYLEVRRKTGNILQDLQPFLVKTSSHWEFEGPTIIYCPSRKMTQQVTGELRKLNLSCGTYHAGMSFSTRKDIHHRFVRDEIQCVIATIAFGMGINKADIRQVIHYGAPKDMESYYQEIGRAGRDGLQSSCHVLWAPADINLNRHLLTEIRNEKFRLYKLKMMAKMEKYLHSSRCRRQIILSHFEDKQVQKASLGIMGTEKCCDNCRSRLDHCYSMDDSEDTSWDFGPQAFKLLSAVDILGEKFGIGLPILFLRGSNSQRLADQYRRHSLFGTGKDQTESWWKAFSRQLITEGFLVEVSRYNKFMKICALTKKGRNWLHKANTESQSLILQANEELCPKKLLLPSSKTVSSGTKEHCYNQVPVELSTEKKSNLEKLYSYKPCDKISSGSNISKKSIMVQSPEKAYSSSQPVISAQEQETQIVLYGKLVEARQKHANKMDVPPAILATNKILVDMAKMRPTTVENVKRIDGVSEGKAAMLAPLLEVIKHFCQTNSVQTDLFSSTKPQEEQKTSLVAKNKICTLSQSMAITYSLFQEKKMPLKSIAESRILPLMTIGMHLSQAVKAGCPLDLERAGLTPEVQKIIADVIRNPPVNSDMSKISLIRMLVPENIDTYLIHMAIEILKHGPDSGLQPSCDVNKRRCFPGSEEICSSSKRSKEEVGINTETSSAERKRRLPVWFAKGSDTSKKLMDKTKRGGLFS
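Fluorescence dequenching readout, ex 525 nm/em 598 nm, kinetic mode: forked duplex DNA (100 nM final) with adjacent fluorophore and quencher unwound by WRN (20 nM final) with 2 mM ATP. Compound preincubation 15 min, room temperature.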
EPAC1 ag: activates human EPAC1 exchange factor; O95398; EPAC1 agonist qHTS, biochemical assay; response scale: 100% = response to 6.5 mM cAMP; Potency, µM (doses to about 154 µM), for the others: top-dose activation, hits mostly activators; 0.073% of 360,000 active; AID 720707; also: potency is read from the fitted curve at half-maximal effect; nearly all actives have a fitted effect of over 60% in size
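Compounds were pinned as a concentration titration into mixtures of EPAC1 (100 nM), BODIPY-GDP-loaded Rap1B (250 nM) and GDP (50 uM). After 5 min at room temperature, fluorescence was followed for 30 min; activity was scaled to 6.5 mM cAMP.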
The depositor's hits bear a star; ? = inconclusive; . = not tested or not shown; [ ] = remark or other dose. Unless noted, calls follow the shape of the dose curve; as a rule, active = well fitted curve in the direction sought with a large enough effect; inconclusive = small, poorly fitted or top-dose-only effect, or another doubt; inactive = no such curve, though single readings can be large; an effect the other way counts as inactive or inconclusive.

SMILES	EPAC1 antag	PI5P4K alpha inh	EPAC2 antag	PLK1 PBD inh	MmCpn inh	CCT modulator	WRN inhibitor	EPAC1 ag
C=CCSc1nnc2c(n1)OC=Nc1ccc(Br)cc1-2	-9%	-1	1%	-10%	-9%	1.2	-12%	0%
CC1(C)Cc2c(sc(NC(=O)c3ccco3)c2C#N)CO1	6%	-3	8%	-1%	-2%	0.9	12%	-1%
COc1ccc(/C=N/NS(=O)(=O)c2ccccc2)cc1OC	7%	-1	5%	?	2%	2.1	7%	-8%
Nc1cc(-c2ccc(Br)cc2)nc2cc(-c3ccccc3)nn12	-17%	14	4%	-10%	-26%	-3.0	?	5%
CCOC(=O)C(C)On1c(-c2ccc(Cl)cc2)nc2ccc([N+](=O)[O-])cc21 (stereo not given)	0%	12	-3%	-11%	1%	-1.2	-11%	10%
COc1ccc(NS(=O)(=O)c2cc(NC(=O)C3CC3)ccc2N2CCCCC2)cc1	-12%	1	-15%	-10%	-2%	1.4	-2%	12%
CN(CC(=O)Nc1ccccc1F)S(=O)(=O)c1ccc2c(c1)n(C)c(=O)c(=O)n2C	-20%	-3	3%	-2%	-20%	1.9	-5%	18%
Cc1ccc(C)n1-c1nccc(-c2cccs2)n1	-1%	23	-10%	1%	0%	-8.8	-1%	4%
O=C(O)c1ccc(/C=N/NC(=O)c2cc(-c3ccc4c5c(cccc35)CC4)n[nH]2)cc1	?	-73*	6%	?	-1%	0.9	?	-6%
Cc1cccc(C(=O)O/N=C(\N)Cc2ccc([N+](=O)[O-])cc2)c1	13%	13	4%	-9%	1%	0.0	-8%	6%
O=C1c2cccc3cc([N+](=O)[O-])cc(c23)C(=O)N1c1nncs1	6%	-2	8%	4%	.	-1.1	-3%	4%
Cc1nc(CS(=O)(=O)c2ccccc2)cc(Sc2ccc(Cl)cc2Cl)n1	-17%	-1	-2%	-6%	0%	-1.2	-14%	2%
CC1(C(=O)N/N=C/c2ccccc2)CC1(Br)Br (stereo not given)	-16%	-5	-5%	?	-2%	-1.7	-3%	1%
Cc1cccc(NC(=O)C(=O)C2C(=O)Nc3ccccc32)c1 (stereo not given)	13%	6	36%[activator]	-1%	1%	-0.7	-4%	13%
Cc1cccc(C(=O)Nc2ccc(CC(=O)O)cc2)c1	2%	.	9%	3%	-1%	2.3	-15%	6%
CCCCOc1ccc(OC(=O)Nc2cc(Cl)ccc2OC)cc1	4%	28	4%	-2%	0%	-0.1	2%	-7%
CCOC(=O)C1(C)NC(c2ccc(OC)c(OC)c2)C2C(=O)N(CC)C(=O)C21 (stereo not given)	12%	-1	6%	1%	3%	0.0	8%	-9%
CSc1nc2ccccc2cc1/C=C(\C#N)c1cccc(C)c1	-3%	2	-4%	-23%	2%	-0.3	-4%	21%
COc1ccc(SN=C2C(C)=CC(=O)C=C2C)cc1	-4%	-9	-7%	-21%	2%	0.5	-17%	0%
C=CCN1C(=NC(=O)COc2ccc(Cl)cc2)SC2CS(=O)(=O)CC21 (stereo not given)	-25%	1	-4%	-12%	1%	0.6	2%	-11%
Cc1cc(N2C(=O)C3CCC(c4ccccc4)CC3C2=O)no1 (stereo not given)	0%	3	9%	1%	3%	-0.4	-2%	-1%
COc1ccc(C(=O)NCCNc2ccc([N+](=O)[O-])cc2)cc1	-3%	1	-3%	-6%	1%	-2.5	0%	-3%
O=C1CCN(Cc2ccccc2)CCN1[C@H](CO)c1ccccc1	-13%	-1	12%	-23%	1%	1.1	-2%	0%
COCc1cc(C)nc(SCc2ccc([N+](=O)[O-])cc2)c1C#N	-17%	0	-8%	-6%	1%	0.5	-3%	7%
O=C(Cn1c2[n+](c3ccc(C(F)(F)F)cc31)CCCCC2)Nc1c(F)cccc1F	-11%	0	-1%	-13%	-2%	1.5	-5%	5%

Record cards, as listed above. Order of screens: EPAC1 antag | PI5P4K alpha inh | EPAC2 antag | PLK1 PBD inh | MmCpn inh | CCT modulator | WRN inhibitor | EPAC1 ag
Listed for `CSc1nc2ccccc2cc1/C=C(\C#N)c1cccc(C)c1` → -3% | 2 | -4% | -23% | 2% | -0.3 | -4% | 21%
Listed for `COc1ccc(C(=O)NCCNc2ccc([N+](=O)[O-])cc2)cc1` → -3% | 1 | -3% | -6% | 1% | -2.5 | 0% | -3%
Listed for `O=C(Cn1c2[n+](c3ccc(C(F)(F)F)cc31)CCCCC2)Nc1c(F)cccc1F` → -11% | 0 | -1% | -13% | -2% | 1.5 | -5% | 5%

(continued)
SMILES	EPAC1 antag	PI5P4K alpha inh	EPAC2 antag	PLK1 PBD inh	MmCpn inh	CCT modulator	WRN inhibitor	EPAC1 ag
O=C(CSCc1ccc(F)cc1)Nc1nc2c(s1)CCCC2	-24%	4	-18%	?	-2%	-0.9	-38%[57.1 µM]	-1%
O=C(C1CCN(C2CCN(Cc3ccsc3)CC2)CC1)N1CCOCC1	3%	-2	1%	2%	-7%	-0.3	-18%	0%
COc1ccccc1OCCCC(=O)Nc1nccs1	0%	2	3%	-7%	1%	-0.4	-5%	-1%
COc1cc(F)ccc1S(=O)(=O)n1c(C)nc2ccccc21	-27%	6	-11%	-13%	1%	1.0	0%	0%
CCN(CC)CCn1c(NCc2ccc(OC)cc2)nc2ccccc21	-16%	1	0%	-10%	.	-2.8	-6%	-1%
COc1ccc(CN2CCC(Cc3ccccc3)CC2)cc1OC	3%	-1	1%	-4%	-11%	0.7	-2%	10%
CCC(C(=O)n1cccc1C#N)c1ccccc1C (stereo not given)	3%	0	-26%	-12%	1%	-0.6	-10%	-7%
CC(=O)N1c2c(cc(Br)cc2S(=O)(=O)N2CCOCC2)CC1C (stereo not given)	-12%	0	0%	-8%	0%	-4.3	6%	10%
COc1ccc(NCC(=O)Nc2ccc(Cl)cc2C)c(OC)c1	-1%	.	0%	-23%	-3%	-2.7	-6%	11%
CCn1nnc(-c2ccccc2NC(=O)c2ccc(-n3cnnn3)cc2)n1	4%	.	1%	-8%	1%	-2.5	-16%	0%
CCOCCCNCc1ccc(OCc2ccccc2C)c(OC)c1	12%	7	1%	5%	1%	-0.8	-1%	-5%
CCCOc1ccc(-c2nc(=S)[nH][nH]2)cc1	-5%	.	-4%	?	-2%	-0.7	16%	25%
O=C(CN1CCN(C(=O)CCC(=O)N2CCC(c3ccccc3)=N2)CC1)Nc1ccc(F)cc1	-19%	1	-2%	-12%	2%	-1.8	-1%	-2%
Nc1cc[n+](CC(=O)c2ccccc2)cc1	-8%	1	4%	-15%	3%	-0.2	7%	5%
N/C(=N\NS(=O)(=O)c1cc(C(F)(F)F)cc(C(F)(F)F)c1)c1ccccn1	-23%	7	-12%	0%	-4%	-1.5	-11%	-6%
O=C(CSc1nnc2ccc(-c3ccccn3)nn12)Nc1cccc(F)c1	3%	2	10%	6%	.	-45*	-2%	0%
S=C(NCc1ccccc1)Nc1ccc(Oc2ccccc2)cc1	-14%	12	7%	?	1%	-1.1	0%	19%
O=C(N/N=C/c1ccccc1)c1sccc1OCc1ccc(F)cc1	-18%	3	-5%	-3%	2%	-1.3	-3%	19%
CCCCn1c(SCC(=O)Nc2nnc(C)s2)nnc1-c1ccncc1	-1%	-1	14%	5%	-1%	-0.9	-6%	8%
CCC(C)(C)NC(=O)c1ccc2c(c1)N(CC(=O)NC1CCCC1)C(=O)C(C)(C)O2	20%	4	5%	-4%	-1%	-1.1	6%	6%
CC(=O)c1cn(CCOc2ccccc2C)c2ccccc12	8%	13	-5%	2%	2%	-0.2	-1%	0%
CC(=O)c1cnc2sccn2c1=O	5%	-5	9%	-25%	-2%	-5.6	-2%	12%
CCn1c(CNC(=O)c2ccco2)nnc1SCC(=O)c1ccc(F)cc1	4%	8	-13%	-11%	-1%	1.1	-1%	1%
COc1ccc(-c2cc(C(F)(F)F)n3ncc(C(=O)N4CCCCC4c4cccnc4)c3n2)cc1 (stereo not given)	-17%	11	-6%	-6%	-2%	0.5	2%	-5%
Cc1nnc(SCC(=O)Nc2ccc(S(=O)(=O)N3CCCCC3)cc2)s1	-7%	1	-1%	-6%	4%	0.0	-10%	1%

Other results
SMILES	EPAC1 antag	PI5P4K alpha inh	EPAC2 antag	PLK1 PBD inh	MmCpn inh	CCT modulator	WRN inhibitor	EPAC1 ag
CS(=O)(=O)N1CCC(C(=O)Nc2cc(Cl)ccc2Cl)CC1	?	2	-3%	6%	-3%	0.8	3%[57.1 µM]	-1%
CN(Cc1ccccc1)C(=O)c1[nH]cnc1C(=O)N[C@@H](Cc1ccccc1)C(=O)OCc1ccccc1	-24%	23	-7%	2%	.	3.3	-15%	-8%
O=C(Nc1ccc(-c2nc3cc(NC(=O)c4cccs4)ccc3o2)cc1)c1cccs1	6%	.	8%	0%	-3%	-2.5	7%	2%
COc1ccc(-c2nc(C3CCCCC3)c3cc(OC)ccc3n2)cc1	-4%	16	-5%	1%	0%	1.4	2%	-8%
COc1ccccc1Cc1c(-c2ccc(OC)c(OC)c2)nc2cc(C)c(Br)c(C)n12	-22%	20	9%	-10%	.	-0.9	-1%	-6%
Cc1ccc(-c2cnn(-c3cccc(C(F)(F)F)c3)c2N)cc1	-21%	.	-3%	-2%	0%	-2.2	8%	20%
O=C(/C=C/c1ccco1)OCc1nnc(-c2ccccc2)o1	-6%	-26	0%	-6%	-2%	0.6	-18%	7%
Cc1ccc2c(c1)N(CCC(=O)NCC1CCCO1)C(=O)CO2 (stereo not given)	14%	.	19%	-6%	-1%	-0.5	4%	6%
Cn1cnc2ncnn2c1=S	-9%	2	12%	-6%	.	-0.4	6%	-6%
O=C(CSc1nnc(CNC(=O)c2cccs2)o1)NC1CCCCC1	2%	8	-4%	-14%	.	-1.6	-5%	4%
CCN1CCN(c2ccc(S(=O)(=O)N3CCCCC3)cc2NC(=O)COc2ccc(F)cc2Cl)CC1	-27%	-3	-19%	3%	-1%	0.8	-12%	9%
COCCn1c(SCC(=O)NNC(=O)c2ccc(OC)c(OC)c2)nc2ccccc2c1=O	-11%	13	1%	-4%	-1%	1.6	6%[57.1 µM]	-11%
O=C(COC(=O)c1cnccn1)c1ccccc1	-3%	2	0%	-1%	3%	-7.0	-6%	4%
CCC(=O)OC1(C(=O)CCl)[C@@H](C)C[C@H]2[C@@H]3CCC4=CC(=O)C=C[C@]4(C)[C@@]3(F)[C@@H](O)C[C@@]21C (stereo not given in full)	-9%	0	1%	-14%	-1%	0.3	2%	2%
COc1ccc(-c2coc3cc(OC(C)=O)c(OC)cc3c2=O)cc1	21%	-3	31%[activator]	-7%	-1%	1.7	-1%	-16%
CCCCC(=O)Nc1c(O)c2ccccc2[nH]c1=O	7%	.	10%	2%	0%	-1.0	0%	3%

Not all compounds are listed; rates above refer to the full screens.
